Screens deposited in PubChem by Sanford-Burnham Center for Chemical Genomics.
Apaf-1 inh: human Apaf-1 inhibition | reconstituted apoptosome caspase-3 activity, DEVD-Rh110 fluorescence | 0.71% of 330,000 active | O14727 | AID 489030 | inhibition, % at 20 µM; active means inhibition of at least 40% at 20 µM;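 further: plate controls were DMSO wells for no effect and DEVD-CHO caspase inhibitor wells for full effect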
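System – cell-free apoptosome with Apaf-1, procaspase-3 and caspase-9 · Buffer or medium – pH 7.5 Hepes buffer with CHAPS, BSA, DTT · Also added – cytochrome c with DEVD-Rh110 · Times – 30 min compound preincubation, 50 min activation, room temperature · Technique – Rh110 fluorescence intensity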
SENP8 inh: SENP8 protease inhibition. purified SENP8, Z-RLRGG-aminoluciferin cleavage, luminescence. inhibition, % at 10 µM. 1.2% of 330,000 active
Target sequence (Q96LD8 whole entry, looked up): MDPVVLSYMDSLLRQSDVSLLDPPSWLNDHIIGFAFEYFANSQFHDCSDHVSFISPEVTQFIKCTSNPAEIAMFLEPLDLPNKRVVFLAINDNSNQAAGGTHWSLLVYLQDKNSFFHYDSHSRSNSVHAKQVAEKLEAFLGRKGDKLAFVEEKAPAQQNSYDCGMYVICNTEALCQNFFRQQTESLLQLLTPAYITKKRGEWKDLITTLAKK
HKDC1 inhibitor: inhibitors of human hexokinase HKDC1; Q2TB90; recombinant HKDC1, G6PDH/diaphorase resazurin coupled fluorescence; inhibition, % at 20 µM; 0.16% of 340,000 active;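 active means inhibition above about 35% when tested at 20 µM, limit read from the data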;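 further: plate controls were DMSO wells with enzyme for no effect and DMSO wells lacking enzyme for full effect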
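Test system: recombinant HKDC1 (HK5) hexokinase enzyme, produced in-house; Amount: enzyme 5 µg/mL final; Buffer or medium: Tris pH 8.0 buffer with MgCl2, Tween-20, BSA, BME; Reagent: glucose and ATP substrates; Doses: 20 µM test compound, 1% DMSO; Incubation: 90 min reaction incubation at room temperature, dark; Detection: resorufin fluorescence at 613 nm.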
Jurkat NFkB inh: inhibitors of the PMA/ionomycin-induced NF-kB reporter in Jurkat cells; PMA/ionomycin-induced NF-kB luciferase reporter, luminescence; inhibition, % at 4 µM; 0.53% of 330,000 active; AID 435003
UBC13 inh: inhibitors of human UBC13 polyubiquitin chain formation. P61088. 0.47% of 330,000 active. TR-FRET. inhibition, % at 20 µM; in the data active means inhibition above about 45%, passing the limit was not always enough
Target sequence (P61088 whole entry, looked up): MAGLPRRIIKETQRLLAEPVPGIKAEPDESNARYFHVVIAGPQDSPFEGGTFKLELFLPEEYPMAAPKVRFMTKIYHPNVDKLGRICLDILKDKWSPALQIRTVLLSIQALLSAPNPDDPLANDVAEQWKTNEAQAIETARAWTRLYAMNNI
Gli-Sufu antag: blocks Gli-Sufu signaling in a luciferase reporter | 0.74% of 340,000 active | inhibition, % at 5 µM | Sufu-KO-LIGHT fibroblasts, Gli luciferase reporter luminescence;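 active means inhibition above about 55%, limit read from the data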;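 further: 0% = DMSO-treated cells and 100% = wells with medium but no cells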
697 NFkB inh: lowers PMA/ionomycin-induced NF-kB signal in 697 B cells; 0.33% of 330,000 active; inhibition, % at 4 µM; 697 B-cell NF-kB luciferase reporter, 16 h; in the data active means inhibition above about 35%
SENP7 block: SENP7 protease inhibition | Q9BQF6 | recombinant SENP7, Z-RLRGG-aminoluciferin luminescence, 40 min | inhibition, % at 5 µM | 1.5% of 330,000 active | AID 434973;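 active means inhibition above about 50% at the single test dose, limit read from the data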;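 further: plate controls were DMSO with enzyme for no effect and no enzyme buffer wells for full effect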
Target sequence (Q9BQF6 706-1050 limits assumed): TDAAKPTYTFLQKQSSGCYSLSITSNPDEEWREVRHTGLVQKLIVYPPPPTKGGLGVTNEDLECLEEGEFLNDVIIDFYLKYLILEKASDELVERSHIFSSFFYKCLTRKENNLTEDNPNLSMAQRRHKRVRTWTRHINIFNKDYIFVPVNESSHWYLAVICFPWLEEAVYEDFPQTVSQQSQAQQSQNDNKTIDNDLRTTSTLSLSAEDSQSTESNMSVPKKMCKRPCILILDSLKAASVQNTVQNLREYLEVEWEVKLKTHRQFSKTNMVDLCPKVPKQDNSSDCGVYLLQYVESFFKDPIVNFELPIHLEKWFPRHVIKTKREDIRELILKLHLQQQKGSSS
* hit, by the source's call; . = not tested or not shown. Unless noted, no stated cut-off is given here; in the data, active means inhibition above about 50%; inactive means the rest.

SMILES	Apaf-1 inh	SENP8 inh	HKDC1 inhibitor	Jurkat NFkB inh	UBC13 inh	Gli-Sufu antag	697 NFkB inh	SENP7 block
C[C@@H]1CCC[C@H](C)N1NC(=O)c1ccc(Cl)c(S(N)(=O)=O)c1	3.9	-4.8	1.3	-9.2	-16.4	2.1	-2.1	-7.3
CC1=NN(C(=O)c2ccc(Br)cc2)C(O)(C(F)(F)OC(F)(F)F)C1 (stereo not given)	9.5	-6.8	-4.3	4.8	-0.2	-24.3	1.6	-3.1
CN(C)S(=O)(=O)c1ccc(N2CCCC2)c(C(=O)N2CCN(S(=O)(=O)c3ccccc3F)CC2)c1	3.5	-10.8	-2.4	3.5	-0.8	3.3	-10.6	-0.7
Cc1ccc2c(c1)C(=O)C(=O)N2Cc1ccccc1	13.5	3.1	10.9	13.0	7.8	30.9	4.0	4.1
CC1=C(C(=O)OC(C)C)C(/C=C/c2ccccc2)NC(=O)N1 (stereo not given)	3.4	-0.1	2.1	-0.3	2.9	-0.2	20.1	-0.2
O=S(=O)(c1cccs1)N1CCN(Cc2ccccc2)CC1	9.1	5.6	-2.3	1.0	8.3	4.0	28.5	-3.8
COc1ccccc1CC(=O)Nc1ccc(C(=O)N2CCCCC2)cc1	1.8	-8.7	-6.2	8.5	3.4	-5.8	7.2	4.1
COc1ccccc1NS(=O)(=O)c1cccc2cccnc12	-9.5	5.4	-0.6	1.1	6.8	3.7	-2.1	8.8
C[C@H](CO)N1C[C@H](C)[C@@H](CN(C)Cc2ccc(Oc3ccccc3)cc2)Oc2ccc(NC(=O)Cn3cnnn3)cc2C1=O	17.6	0.7	8.6	10.8	18.7	3.5	1.6	-3.8
C=CCn1c(CSc2nc3ccccc3s2)nnc1SCC(=O)NCc1ccccc1	10.5	-9.5	6.8	2.2	5.5	-2.3	11.4	9.7
C/C(=C\C1CCCCC1)C(NC(=O)c1ccc(C(F)(F)F)cc1)c1ccc(-c2ccccc2)cc1 (stereo not given)	-11.8	3.1	-7.8	11.6	-8.7	7.1	5.9	-4.4
CCc1nnc(NS(=O)(=O)c2ccc(N/C=C\C(=O)c3ccc4ccccc4c3)cc2)s1	19.6	-0.2	2.3	-2.7	1.7	5.0	12.4	-1.2
COc1cccc(OC)c1C(=O)OCC(=O)NCC(C)C	-16.1	3.9	-5.6	1.1	0.7	-4.3	14.4	2.9
O=C(Cn1ccc2ccccc2c1=O)NCCC(=O)N1CCN(c2cccc(Cl)c2)CC1	9.3	-0.6	1.5	-4.5	4.9	2.2	-22.6	4.1
COc1ccc(NC(=O)Nc2cccc3c2O[C@H](CN(C)S(=O)(=O)c2cn(C)cn2)[C@@H](C)CN([C@H](C)CO)C3=O)cc1	-1.5	3.1	4.8	-8.7	6.8	-0.8	17.1	-0.2
CN(CCOc1ccccc1)CC(=O)Nc1cc([N+](=O)[O-])ccc1Cl	-10.7	6.1	1.2	17.7	0.8	4.4	7.8	1.9
CN1CCC(OC(=O)c2ccc(Br)cc2)CC1	-2.9	5.9	1.5	-10.1	1.9	11.2	-15.6	4.8
CCOC(=O)c1ccc(CC2SC(N)=NC2=O)cc1 (stereo not given)	2.3	2.5	-7.2	2.2	-2.3	6.5	-17.8	-0.3
Cc1ccc(C)c(S(=O)(=O)/N=C2\C=C(NS(=O)(=O)c3ccccc3)C(=O)c3ccccc32)c1	78.4*	36.1	21.2	1.0	-133.9	-9.1	0.7	11.5
CCOC(=O)NC(NCc1cccc(C(F)(F)F)c1)(C(F)(F)F)C(F)(F)F	7.2	0.0	0.3	6.6	5.9	-24.0	8.8	6.4
C=C1C(=O)O[C@@H]2[C@H]1CC[C@H](C)[C@]1(O)CCC(=O)[C@@]21C	8.0	-7.4	3.8	13.8	-5.9	-2.1	12.7	-5.2
COc1ccccc1C(=O)C1CCCN(C(=O)C2CCCC2)C1 (stereo not given)	-14.1	2.5	-5.4	3.4	18.7	3.0	12.8	1.0
O=C(N/N=C/c1ccc(O)cc1)c1cc(-c2ccc3c(c2)OCO3)n[nH]1	2.1	-8.9	-1.4	5.8	-4.6	-11.9	1.8	-1.3
Cc1ccc2c(CN(C)Cc3cccc(F)c3)cc(=O)oc2c1C	17.8	-0.8	7.6	-10.8	3.8	-9.5	-31.2	0.5
CC1(c2ccc(OC(F)F)cc2)NC(=O)N(CC(=O)Nc2cccc(F)c2)C1=O (stereo not given)	5.7	-1.2	-2.1	3.4	1.1	-26.5	3.5	6.9

New compounds follow.
SMILES	Apaf-1 inh	SENP8 inh	HKDC1 inhibitor	Jurkat NFkB inh	UBC13 inh	Gli-Sufu antag	697 NFkB inh	SENP7 block
O=C(OCN1C(=O)c2ccccc2C1=O)/C(=C\c1ccco1)NC(=O)c1ccccc1	7.2	2.0	4.8	9.5	-5.8	2.2	16.8	3.8
CC(C)NC(=O)Cn1cnc2c1c(=O)n(C)c(=O)n2C	-3.4	1.0	-2.9	0.0	4.5	-3.4	3.5	-4.7
O=C(CCl)NCc1cc(-c2ccc(Cl)cc2)no1	10.0	-2.5	0.4	35.2	12.8	13.7	15.9	6.8
COCCn1c(/C=C/c2ccccc2)nc2ccccc21	-4.1	36.7	-0.2	-95.4	11.3	.	-64.9	64.8*
CCN(CC(=O)NC(C)C)C(=O)C(CCSC)NC(=O)c1ccccc1OC (stereo not given)	-6.0	3.5	1.1	1.2	0.1	0.7	13.9	7.0
CC(C)CNCC1OCc2ccccc2CO1	0.0	-5.1	-4.7	-3.5	-1.6	-3.5	-3.8	4.2
Cc1ccc(-c2noc(CN(C)C(=O)Nc3ccc(F)cc3)n2)cc1	-7.9	-9.6	-4.2	-2.4	-17.5	0.1	-2.8	-9.5
COc1cc(OC)c(OC)cc1/C=N/NC(=S)NCC1CCCO1 (stereo not given)	3.5	3.0	-9.9	-18.8	-8.2	0.4	18.1	6.9
COc1ccccc1-c1nnc2n1N=C(C)CS2	-3.9	6.3	-0.6	4.7	4.8	4.4	7.0	-0.8
COc1ccccc1C1CCN(C(=O)c2ccco2)CC1	-5.3	1.1	-1.8	-2.7	13.4	8.4	-6.7	4.9
COc1cc2[nH]c(=S)nc(NCc3ccccc3)c2cc1OC	-1.5	9.5	12.4	8.5	5.9	12.4	27.2	1.5
O=C(CN1C(=O)S/C(=C\C=C\c2ccccc2)C1=O)N1CCCCC1	2.0	-1.9	-3.5	10.8	-5.9	15.4	3.5	-4.3
COc1ccc(NC(=O)NNS(=O)(=O)c2ccc(Br)cc2)cc1	7.3	2.7	-6.4	0.6	3.9	-6.6	21.9	-0.4
S=c1[nH]nc(CSc2nc3ccccc3s2)n1C1CCCCC1	13.0	-2.0	1.4	6.3	3.3	3.9	-11.5	1.5
O=C(COC(=O)c1ccc(S(=O)(=O)N2CCc3ccccc3C2)cc1)NC(=O)NCc1ccco1	6.3	15.5	-5.0	-0.3	-11.7	0.2	12.5	3.4
Cc1cccc(C(=O)OC(C)CN2CCN(C)CC2)c1 (stereo not given)	-11.3	3.1	-5.9	-43.1	9.9	-14.2	3.3	2.3
N#C/C(=C\c1ccncc1)c1nc2ccccc2o1	1.2	-4.2	1.0	-2.3	1.2	-18.1	-0.6	2.1
FC(F)(F)c1ccnc(NCc2ccc(Cl)cc2)n1	6.0	-4.3	-0.3	-7.1	3.4	4.8	-11.8	-4.8
CCc1noc(C)c1C(=O)OCC(=O)N(CCOC)c1c(N)n(Cc2ccccc2)c(=O)[nH]c1=O	-0.4	1.8	-7.3	-28.0	-9.2	-1.5	-10.8	1.7
O=C1CC(SCc2nc3ccccc3[nH]2)C(=O)N1c1ccc(Cl)cc1 (stereo not given)	-5.2	0.1	-2.5	-10.4	1.2	0.7	4.3	2.1
CC1=NN(/C(=N\c2nnc(C)s2)Nc2ccc(C(C)(C)C)cc2)[C@H](c2ccc(C)cc2)S1	36.9	4.6	3.4	0.2	-9.1	11.1	-23.4	9.3
CCN(CC)c1ccc(S(=O)(=O)N2CCOCC2)cc1NC(=O)CN1C(=O)NC2(CCC(C)CC2)C1=O (stereo not given)	11.4	-3.8	-4.4	10.7	6.3	2.1	8.0	-7.7
CCCCCCn1c(SCC(=O)Nc2cc(C)on2)nc2ccccc2c1=O	-12.0	8.3	9.1	11.8	13.3	-0.9	-9.3	3.9
COc1ccc(/C(O)=C/C(=O)C(=O)NNC(=O)c2ccccc2)cc1	13.4	-7.1	-4.1	-16.6	-9.6	-3.6	-11.1	-6.1
O=C1CCc2cc(S(=O)(=O)Nc3ccccc3)cc3c2N1CC3	0.4	-8.1	5.8	-9.5	0.9	-2.7	-4.3	4.9

Whole records, looked up by structure. Order of values: Apaf-1 inh, SENP8 inh, HKDC1 inhibitor, Jurkat NFkB inh, UBC13 inh, Gli-Sufu antag, 697 NFkB inh, SENP7 block
O=C(CCl)NCc1cc(-c2ccc(Cl)cc2)no1 as listed: 10.0, -2.5, 0.4, 35.2, 12.8, 13.7, 15.9, 6.8
CCN(CC)c1ccc(S(=O)(=O)N2CCOCC2)cc1NC(=O)CN1C(=O)NC2(CCC(C)CC2)C1=O (stereo not given) as listed: 11.4, -3.8, -4.4, 10.7, 6.3, 2.1, 8.0, -7.7

Next section.
SMILES	Apaf-1 inh	SENP8 inh	HKDC1 inhibitor	Jurkat NFkB inh	UBC13 inh	Gli-Sufu antag	697 NFkB inh	SENP7 block
CCCC1C2C(=O)N(c3ccc(OC)cc3)C(=O)C2ON1c1ccccc1 (stereo not given)	1.6	0.8	0.1	10.4	4.7	4.5	1.8	0.2
CN1CCC(N(C)C(=S)NC(=O)C23CC4CC(CC(C4)C2)C3)CC1	-1.4	-4.4	-5.6	-17.4	-18.5	-3.0	-34.2	-8.2
COc1cccc(NC(=O)CN(C)C(=O)Cn2cnc3ccccc3c2=O)c1	0.4	-10.0	-4.6	-8.4	-3.0	-7.0	-15.5	12.1
CCOC(=O)C1(Cc2ccccc2C)CCCN(C(=O)CCn2nccc2C)C1 (stereo not given)	12.9	-8.8	-3.8	2.4	3.9	11.6	-9.1	-2.3
CCc1ccc(NC(=O)CSc2nc(=O)n(CCCN3CCOCC3)c3c2CCCC3)cc1	8.3	17.8	-0.8	-8.6	3.8	15.3	-29.2	-9.5
CCN(CC)C(=O)C1CCCN(C/C=C/c2ccccc2[N+](=O)[O-])C1 (stereo not given)	-3.6	-3.6	3.0	1.1	2.5	-7.8	-8.3	1.0
CC(C(=O)Nc1ccccn1)(c1ccccc1)c1ccccc1	5.4	-5.9	-2.8	-5.5	1.9	6.5	-14.4	-15.6
CC(=O)N1CCCc2cc(S(=O)(=O)N3CCCC(C(=O)NCc4ccccc4)C3)ccc21 (stereo not given)	-2.1	7.2	0.2	1.7	1.9	50.8	-9.7	3.9
Cc1nn(C)cc1CNC(=O)C1C2CCC(C2)C1C(=O)O (stereo not given)	-2.1	-3.1	.	-17.6	0.8	.	-6.3	3.2
Cc1ccc(C(=O)OCC(=O)Nc2ccc(Cl)cn2)s1	-5.8	-2.6	-6.1	0.4	-0.4	-3.7	11.5	-13.8
O=c1cc(CN2CCOCC2)c2cc(Cl)c(O)cc2o1	1.1	-2.1	-4.0	-7.9	10.6	-0.8	6.2	3.8

Shown as labelled records: entries from further up.
FC(F)(F)c1ccnc(NCc2ccc(Cl)cc2)n1
  Apaf-1 inh: 6.0 | SENP8 inh: -4.3 | HKDC1 inhibitor: -0.3 | Jurkat NFkB inh: -7.1 | UBC13 inh: 3.4 | Gli-Sufu antag: 4.8 | 697 NFkB inh: -11.8 | SENP7 block: -4.8

CCc1noc(C)c1C(=O)OCC(=O)N(CCOC)c1c(N)n(Cc2ccccc2)c(=O)[nH]c1=O
  Apaf-1 inh: -0.4 | SENP8 inh: 1.8 | HKDC1 inhibitor: -7.3 | Jurkat NFkB inh: -28.0 | UBC13 inh: -9.2 | Gli-Sufu antag: -1.5 | 697 NFkB inh: -10.8 | SENP7 block: 1.7
